MITF primary: MITF inhibitors, primary screen, biochemical, AlphaScreen, human. AlphaScreen MITF homodimerization, bead proximity signal. inhibition, % at 2.6 µM. 0.91% of 650,000 active; in the data active means inhibition above about 50%;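 further: 0% = vehicle wells with protein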
FBW7 act: FBW7 E3 ligase activators, primary screen, biochemical, AlphaScreen, human. F-box/WD repeat-containing protein 7 (Homo sapiens), Q969H0. AlphaScreen FBW7–phospho-cyclin E peptide binding, activator screen. normalized activity (activation), % at 26.1 µM. 0.13% of 650,000 active. AID 1259310, 2017; in the data active means normalized activity above about 1.9%;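 further: purified mutant Fbw7 with reduced substrate affinity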
Target sequence (Q969H0 whole entry, looked up): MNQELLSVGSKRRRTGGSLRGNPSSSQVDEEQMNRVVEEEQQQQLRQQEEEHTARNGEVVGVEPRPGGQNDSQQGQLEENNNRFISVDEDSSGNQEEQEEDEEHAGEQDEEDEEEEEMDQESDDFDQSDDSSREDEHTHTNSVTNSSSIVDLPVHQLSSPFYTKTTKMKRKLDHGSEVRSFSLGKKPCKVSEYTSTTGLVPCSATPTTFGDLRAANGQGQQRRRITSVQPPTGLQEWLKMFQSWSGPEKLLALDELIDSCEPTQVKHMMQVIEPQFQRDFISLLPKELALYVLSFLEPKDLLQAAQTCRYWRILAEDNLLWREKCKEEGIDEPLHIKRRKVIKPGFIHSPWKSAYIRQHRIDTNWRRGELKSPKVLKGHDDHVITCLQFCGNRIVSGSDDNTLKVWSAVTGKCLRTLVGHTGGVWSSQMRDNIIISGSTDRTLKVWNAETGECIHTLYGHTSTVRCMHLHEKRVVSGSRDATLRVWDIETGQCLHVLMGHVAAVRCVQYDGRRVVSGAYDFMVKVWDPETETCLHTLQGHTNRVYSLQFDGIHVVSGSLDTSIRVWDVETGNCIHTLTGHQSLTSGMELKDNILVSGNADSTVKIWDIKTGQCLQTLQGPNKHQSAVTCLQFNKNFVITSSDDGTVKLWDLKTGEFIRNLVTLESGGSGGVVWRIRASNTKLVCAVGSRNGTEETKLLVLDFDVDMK
TEAD-YAP block: TEAD-YAP interaction inhibition, primary screen, TEAD-YAP interaction inhibitor project, luminescence, HEK-TIYL cells | TEAD-Gal4/YAP UAS-luciferase luminescence | inhibition, % at 9.12 µM | 1.4% of 640,000 active | AID 1259422, 2018; in the data active means inhibition above about 32%;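 further: 0% = median of test compound wells and 100% = reference inhibitor wells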
GPR151 activ: activators of human GPR151, primary screen, cell-based, PathHunter beta-arrestin, luminescence; activation, % at 11.2 µM; AID 1508602, 2020; G-protein coupled receptor 151 (Homo sapiens), Q8TDV0; PathHunter beta-arrestin GPR151 cells; 1% of 650,000 active; in the data active means activation above about 4.9%;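 further: 0% = median of compound wells and 100% = cells with positive control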
Target sequence (Q8TDV0 whole entry, looked up): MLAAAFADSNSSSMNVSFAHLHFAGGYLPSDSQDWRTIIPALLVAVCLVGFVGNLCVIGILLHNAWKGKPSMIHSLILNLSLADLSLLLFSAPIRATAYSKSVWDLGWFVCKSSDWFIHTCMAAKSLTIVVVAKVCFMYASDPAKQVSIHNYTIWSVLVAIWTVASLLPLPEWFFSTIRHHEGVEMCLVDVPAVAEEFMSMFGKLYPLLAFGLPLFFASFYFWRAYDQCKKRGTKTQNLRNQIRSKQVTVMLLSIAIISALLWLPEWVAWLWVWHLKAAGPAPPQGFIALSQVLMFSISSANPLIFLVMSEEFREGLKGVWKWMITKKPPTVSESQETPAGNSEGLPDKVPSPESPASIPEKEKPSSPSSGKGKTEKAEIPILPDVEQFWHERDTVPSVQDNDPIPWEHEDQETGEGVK
* = called active by the depositor; / = not tested or not shown.

SMILES | MITF primary | FBW7 act | TEAD-YAP block | GPR151 activ
Cc1cc(C)cc(NC(=O)c2cc(S(=O)(=O)NCCC3=CCCCC3)ccc2F)c1 | -3 | -0.1 | 10 | 1.6
COC(=O)c1cc(-c2ccccc2)n(CC(=O)O)c1C | -7 | 0.1 | -26 | 5.5*
Cc1ccc2oc(C(=O)Nc3nc4ccccc4s3)cc2n1 | -23 | 0.1 | -33 | -3.2
Cc1cc(C(=O)N(Cc2nc(-c3ccccc3)no2)C(C)C)ccc1[N+](=O)[O-] | 4 | 0.3 | -9 | -0.3
CCN1CCN(C2CCN(Cc3cc(OC)ccc3OC)CC2)CC1 | 61* | 0.4 | 10 | 0.4
Cc1ccc(NC(=O)CSc2nnc(-c3ccncc3)o2)cc1C | 9 | 0.1 | 1 | -0.5
CN1C(=O)NC(=O)/C(=C/c2ccc(-c3cc([N+](=O)[O-])ccc3Cl)o2)C1=O | 32 | -0.3 | 9 | 0.4
COCCn1c(SCC(=O)Nc2cc(Cl)ccc2C)nnc1C(C)C | 3 | -0.1 | 11 | 0.5
COc1ccc(F)c(C2C(C#N)=C(N)OC3=C2C(=O)CC(C)(C)C3)c1 (centres undefined) | 1 | 0.0 | -2 | 0.8
Cc1nccn1CCN(C)C(=O)Cn1nnnc1CN(C)C(C)C | 6 | 0.0 | 2 | -0.4
COc1cc(NC(=O)c2cccc(-n3cc(NC(=O)Cc4ccc([N+](=O)[O-])cc4)cn3)c2)cc(OC)c1OC | -3 | 0.2 | 0 | -0.4
CC(NC(=O)COc1ccccc1)C(=O)NCc1cccc(C(F)(F)F)c1 (centres undefined) | 13 | 0.5 | -1 | -1.1

11 entries from above, sorted by formula weight, rising:
SMILES | MITF primary | FBW7 act | TEAD-YAP block | GPR151 activ
COC(=O)c1cc(-c2ccccc2)n(CC(=O)O)c1C | -7 | 0.1 | -26 | 5.5*
Cc1ccc2oc(C(=O)Nc3nc4ccccc4s3)cc2n1 | -23 | 0.1 | -33 | -3.2
Cc1nccn1CCN(C)C(=O)Cn1nnnc1CN(C)C(C)C | 6 | 0.0 | 2 | -0.4
Cc1ccc(NC(=O)CSc2nnc(-c3ccncc3)o2)cc1C | 9 | 0.1 | 1 | -0.5
COc1ccc(F)c(C2C(C#N)=C(N)OC3=C2C(=O)CC(C)(C)C3)c1 (centres undefined) | 1 | 0.0 | -2 | 0.8
CCN1CCN(C2CCN(Cc3cc(OC)ccc3OC)CC2)CC1 | 61* | 0.4 | 10 | 0.4
CN1C(=O)NC(=O)/C(=C/c2ccc(-c3cc([N+](=O)[O-])ccc3Cl)o2)C1=O | 32 | -0.3 | 9 | 0.4
Cc1cc(C(=O)N(Cc2nc(-c3ccccc3)no2)C(C)C)ccc1[N+](=O)[O-] | 4 | 0.3 | -9 | -0.3
COCCn1c(SCC(=O)Nc2cc(Cl)ccc2C)nnc1C(C)C | 3 | -0.1 | 11 | 0.5
Cc1cc(C)cc(NC(=O)c2cc(S(=O)(=O)NCCC3=CCCCC3)ccc2F)c1 | -3 | -0.1 | 10 | 1.6
COc1cc(NC(=O)c2cccc(-n3cc(NC(=O)Cc4ccc([N+](=O)[O-])cc4)cn3)c2)cc(OC)c1OC | -3 | 0.2 | 0 | -0.4

The results go on.
SMILES | MITF primary | FBW7 act | TEAD-YAP block | GPR151 activ
C=CCNC(=O)C(=O)NCC(c1ccco1)S(=O)(=O)c1ccc(C)cc1 (centres undefined) | -13 | 0.1 | 5 | -0.6
Cn1c(=O)oc2cc(S(=O)(=O)N3CCC(C(N)=O)CC3)ccc21 | 14 | 0.1 | 11 | 1.0
O=C(NCC(c1cccnc1)N1CCc2ccccc2C1)c1ccc(Br)o1 (centres undefined) | 17 | -0.1 | 1 | 0.2
CCOC(=O)Cc1csc(SCC(=O)N2CCN(c3ccc(OC)cc3)CC2)n1 | 9 | 0.1 | 2 | 1.2
O=C(NCC1CCCO1)C1CC(=O)N(C2CCCCC2)C1 (centres undefined) | -1 | -0.1 | 5 | 0.6
O=[N+]([O-])c1ccccc1CN1CCN(Cc2ccc3c(c2)OCO3)CC1 | 59* | -0.2 | -10 | -0.4
Cc1cc(NC(=O)c2cc(-c3ccc(O)cc3)on2)n(-c2ccccc2)n1 | 0 | -0.1 | 10 | 1.2
CCOC(=O)C1=C(C)N(C)C(=S)NC1c1cccs1 (centres undefined) | -2 | 0.0 | 1 | -0.2
CC(C)(C)NC(=O)CCN1C(=O)/C(=C\c2ccccc2Cl)SC1=S | -1 | -0.1 | 5 | 0.2
O=C(Nc1nc2c(s1)COc1ccccc1-2)c1ccc([N+](=O)[O-])o1 | 4 | 0.0 | 12 | -1.0
COc1ccc(NC(=S)Nc2c(C)n(C)n(-c3ccccc3)c2=O)cc1 | -4 | -0.1 | 5 | -0.2
COC(=O)c1c(NC(=O)Cc2ccccc2[N+](=O)[O-])sc2c1CCCC2 | -8 | -0.1 | -5 | 0.1
Cc1ccc(Nc2cc(-n3cccn3)ncn2)cc1 | 15 | 0.0 | -73 | -0.2
CCCCC[C@H](O)/C=C/[C@H]1[C@@H](O)CC(=O)[C@@H]1C/C=C\CCCC(=O)O | 2 | / | / | 3.1
O=C(Nc1ccc2oc(-c3ccc(I)cc3)nc2c1)c1ccc([N+](=O)[O-])o1 | 0 | 0.1 | -8 | 0.2
O=C(CNC(=O)/C(=C\c1ccccc1)NC(=O)c1ccco1)OCc1ccccc1 | 11 | 0.0 | 10 | -1.6
Fc1cccc(Nc2ncnc3c2c(-c2ccccc2)cn3-c2cccc(Cl)c2)c1 | -6 | 0.1 | 0 | 0.9
O=C(CSc1nc2ccc(NC(=O)c3ccccc3F)cc2s1)NCCOc1ccccc1 | 8 | -0.1 | 13 | -0.4
CCOC(=O)c1c(NC(=O)C2C3CCC(O3)C2C(=O)O)sc(C)c1-c1ccc(F)cc1 (centres undefined) | 16 | 0.0 | 8 | -0.5
CCNc1nc(NCCN2CCOCC2)c2ncn(-c3ccsc3)c2n1 | 0 | 0.1 | 33* | 6.5*
CN1CCc2c([nH]c3ccccc23)C1C(C)(C)C (centres undefined) | 0 | 0.1 | -8 | 0.2
CCC(C)(C)NC(=O)CN(Cc1ccc(OC)cc1)C(=O)CCC(=O)Nc1ccccn1 | 10 | -0.1 | 1 | 1.5
COc1ccc2c(c1)C1C=CCC1C(c1cccc([N+](=O)[O-])c1)N2 (centres undefined) | 21 | -0.1 | 11 | -1.4
COc1ccc(C(=O)NC(=S)NNC(=O)CNC(=O)C2CCCCC2)cc1 | 9 | 0.1 | -7 | 0.1
Cc1ccc(NC(=O)c2cc3cc(Br)cc(Br)c3oc2=O)cc1 | -11 | -0.1 | -2 | 0.3
Cc1ccc(S(=O)(=O)NC(CC(=O)NC(C)C)c2ccco2)cc1 (centres undefined) | 9 | -0.1 | -3 | 0.2
COc1ccc(CN2CCN(Cc3ccc(OC)c(C)c3)C(CCO)C2)cc1 (centres undefined) | -2 | -0.1 | -3 | -0.1
C=CCOc1ccc2c(=O)c(Oc3cc(C)cc(C)c3)coc2c1 | 6 | -0.1 | 1 | -0.2
COCCn1c(CN2CC(C)OC(C)C2)nc2c1c(=O)n(C)c(=O)n2C (centres undefined) | -65 | -0.1 | 5 | 1.9
Cc1cc(NCCN(C(C)C)C(C)C)nc(Nc2ccc(N3CCOCC3)cc2)n1 | -14 | 0.1 | 8 | -1.2
CC(C)(C)c1[nH]nc2c1C(c1ccccc1)C(C#N)=C(N)O2 (centres undefined) | 14 | 0.2 | -7 | -1.6
COc1cc(CN2CCN(Cc3ccc(OC)c(OC)c3OC)CC2)cc(OC)c1 | 70* | 0.1 | 13 | 0.2
C=CCOC(=O)C1C(=O)CC(C)(O)C(C(=O)OCC=C)C1c1ccc(O)c(OC)c1 (centres undefined) | -1 | -0.2 | -5 | 4.0
COc1ccc(NC(=O)Cn2nnc3c(cnn3-c3ccc(F)cc3)c2=O)cc1 | -3 | 0.0 | 12 | 0.5
CCOC(=O)C1CCN(/C=C2/C(=O)NC(=O)N(Cc3cccs3)C2=O)CC1 | 2 | -0.1 | -3 | 1.2
COc1ccc(C2C(C#N)=C(N)Oc3n[nH]c(C(C)(C)C)c32)cc1 (centres undefined) | -2 | -0.3 | -7 | -0.4
COc1ccc([N+](=O)[O-])cc1N=Cc1c[nH]c2ccccc12 | 7 | 0.0 | 7 | -0.6
CCOC(=O)c1ccc(N=c2oc3ccc(Cl)cc3cc2C(N)=O)cc1 | 8 | -0.1 | 5 | -0.5
CCOC(=O)c1c(N2C(=O)c3ccccc3C2=O)sc2c1CCCC2 | 12 | -0.6 | 16 | -0.3
O=C(CC1(O)C(=O)N(Cc2ccccc2)c2ccccc21)c1cccc(Br)c1 (centres undefined) | 10 | 0.1 | 4 | 3.3
Cc1cc(C)c2nc3sc(C(=O)Nc4nccs4)c(N)c3cc2c1 | 7 | 0.0 | -36 | 0.7
COc1ccc(N(CC(=O)N2CCCC2)S(C)(=O)=O)cc1Cl | 7 | 0.1 | 5 | -0.8
COc1ccc(C2C(C(C)=O)=C(O)C(=O)N2c2nc3ccccc3s2)cc1OC (centres undefined) | 10 | 0.0 | -1 | 1.0
ON/C=N/c1nccc(-c2cccs2)n1 | 7 | -0.1 | -13 | 2.3
Nn1cc(-c2ccccc2)nc1SCC(=O)NCC(F)(F)F | -14 | 0.1 | -3 | -0.1
COc1ccc2cc(C)c3nn(CN4CCN(C)CC4)c(=O)n3c2c1 | 0 | -0.1 | -6 | -0.9
O=C(CC1Nc2c3ccccc3nc(=S)n2C1=O)NCc1ccco1 (centres undefined) | -10 | -0.1 | 3 | -1.1
O=C(CN1CCN(CC(=O)Nc2ccc(F)cc2)CC1)Nc1ccc(F)cc1 | 6 | 0.1 | 12 | -0.5

Only MITF primary and GPR151 activ, for some of the entries so far:
SMILES | MITF primary | GPR151 activ
CCC(C)(C)NC(=O)CN(Cc1ccc(OC)cc1)C(=O)CCC(=O)Nc1ccccn1 | 10 | 1.5
COc1ccc2c(c1)C1C=CCC1C(c1cccc([N+](=O)[O-])c1)N2 (centres undefined) | 21 | -1.4

Next part:
SMILES | MITF primary | FBW7 act | TEAD-YAP block | GPR151 activ
CCc1ccccc1-n1c(N)c(C(=O)OC)sc1=S | 6 | 0.2 | 7 | -1.1
O=C(NCC1CCC2(CCN(C(=O)c3ccccn3)CC2)O1)c1cc(F)cc(F)c1 (centres undefined) | -2 | 0.0 | -12 | -0.4
COc1ccc(CCn2c(=O)[nH]c3cc(C(=O)NCc4ccco4)ccc3c2=O)cc1OC | 9 | 0.2 | 3 | 6.1*
CC(C)(C)c1oc2cc(Br)c(O)cc2c1C(=O)O | 9 | 0.4 | 22 | -1.6
CCSc1ccccc1C(=O)Nc1nc(C)c2cc3c(cc2n1)OCO3 | 3 | -0.1 | -16 | -1.6
Cn1c(SCC(=O)NC2CCCCC2)nnc1-c1ccc(N)cc1 | 8 | 0.0 | 2 | 0.7
CC(=O)C1=C(O)C(=O)N(CCN2CCOCC2)C1c1ccccc1F (centres undefined) | -15 | -0.1 | -6 | -0.3
O=C1CSC(=O)N1CNc1ccccn1 | -1 | -0.1 | -12 | -0.2
COC(=O)CC1C(=O)OCN1C(=O)OCc1ccccc1 (centres undefined) | 7 | 0.1 | -3 | -0.7
CCOC(=O)N1CC=C2C(C#N)=C(N)C(C#N)(C#N)C(CC)C2C1 (centres undefined) | 1 | -0.1 | 25 | 0.6
CC(C)N(C(=O)Nc1cccc(Cl)c1)C(C)C | 10 | 0.7 | 7 | 0.4
CCc1ccccc1N(C)S(=O)(=O)c1ccc2[nH]cc(C(=O)NCC3CCCO3)c(=O)c2c1 (centres undefined) | 2 | 0.1 | 5 | -0.1
CC1CCCN(C(=O)CSc2nnc(-c3ccncc3)n2C)C1 (centres undefined) | -4 | 0.3 | 2 | 0.4
CC1CCCCN1CCNC(=O)C1CCCN(S(C)(=O)=O)C1 (centres undefined) | 3 | 0.8 | 8 | 0.9
Cc1nc(NCc2ccco2)sc1-c1ccn(Cc2ccc(F)cc2)n1 | 12 | -0.2 | -3 | -0.1
O=C(Nc1nc2ccc(Cl)cc2s1)[C@@H]1CCCN1C(=O)c1cccs1 | 20 | 0.1 | -11 | -1.5
COCCNC(=O)C(=O)NCc1ccc(C(C)C)cc1 | 2 | 0.0 | 1 | -0.3
CCOc1ccccc1C1CC(=O)Nc2ccc3ccccc3c21 (centres undefined) | 6 | -0.1 | 20 | -0.8
C=CCn1c(-c2cccc([N+](=O)[O-])c2)cnc1SCC(=O)N1CCc2ccccc21 | 6 | -0.1 | 8 | 1.8
O=C(Cn1c(=O)[nH]c2ccsc2c1=O)N1CC=C(c2ccccc2)CC1 | 6 | 0.0 | 15 | -1.0
O=C(c1cnn(-c2ccccc2[N+](=O)[O-])c1)c1cc(Br)ccc1O | 4 | 0.1 | -11 | 0.1
COc1ccc(-c2cc(C(=O)NCc3cccc(C(F)(F)F)c3)ccn2)cn1 | -2 | -0.1 | -2 | 3.5
O=[N+]([O-])c1ccc(CSc2nnc(Nc3ccccc3)s2)cc1 | -4 | -0.1 | -2 | 0.0
CC(C)(C)/C(O)=C/c1nc2cccnc2nc1/C=C(\O)C(C)(C)C | -5 | 0.0 | 6 | 0.1
CCC(C(=O)O)N1C(=O)COc2ccc(Cl)cc21 (centres undefined) | 4 | 0.1 | 0 | -0.7
COCCN1CCCC(CNC(=O)c2ccc(OC)c(OC3CCN(C(C)C)CC3)c2)C1 (centres undefined) | 0 | 0.0 | 1 | 0.0
CCCn1c(=O)c2c(nc3n(-c4cccc(Cl)c4)c(C)c(C)n23)n(C)c1=O | -7 | 0.0 | -2 | 0.4
CCC(Oc1ccccc1)C(=O)N1CCN(C(=O)C(CC)Oc2ccccc2)CC1 (centres undefined) | 21 | 0.3 | 4 | 0.4
